Smad3 inh: inhibitors of human Smad3 transcription factor binding; TR-FRET Smad3/Dy647-FoxH1 peptide binding, europium anti-His; hit rate 0.29% among 88,000; inhibition, % at 25 µM;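 active = compounds that reduce the energy-transfer binding signal between the protein and its labelled peptide by more than half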;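 also: 0% = Smad3 plus labelled peptide maximal FRET and 100% = peptide-only background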
Target sequence (P84022 whole entry, looked up): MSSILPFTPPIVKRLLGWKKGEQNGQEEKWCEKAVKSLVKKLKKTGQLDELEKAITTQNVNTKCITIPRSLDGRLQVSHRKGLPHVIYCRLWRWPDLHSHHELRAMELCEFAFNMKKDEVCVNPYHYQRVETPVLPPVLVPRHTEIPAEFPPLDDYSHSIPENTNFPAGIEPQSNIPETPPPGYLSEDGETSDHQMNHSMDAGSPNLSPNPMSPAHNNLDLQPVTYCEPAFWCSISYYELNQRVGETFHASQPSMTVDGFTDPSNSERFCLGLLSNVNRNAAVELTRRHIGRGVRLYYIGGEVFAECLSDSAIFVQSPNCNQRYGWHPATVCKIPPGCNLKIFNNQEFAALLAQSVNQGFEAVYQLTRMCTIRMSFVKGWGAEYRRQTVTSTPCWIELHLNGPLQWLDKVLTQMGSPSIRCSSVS
ERa SRC1 inh: blocks coactivator binding to human estrogen receptor alpha; P03372; TR-FRET ER-alpha LBD / SRC-1 peptide, estradiol-bound; AID 629; hit rate 1.7% among 86,000; inhibition, % at 25.6 µM; in the data active = inhibition above about 50%;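 also: 0% = receptor plus peptide control and 100% = peptide only without receptor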
Calb biofilm kill: kills Candida albicans biofilms | hit rate 0.14% among 85,000 | AID 834 | C. albicans biofilm + clotrimazole, Alamar Blue | inhibition, % at 6 µM;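 active = inhibition above 20%; inactive = inhibition below 20%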;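 also: preformed 24 hr biofilms exposed to compound for 48 hr; 0% = biofilm without compound and 100% = blank killed by clotrimazole plus chlorhexidine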
ERb SRC1 inh: ER-beta (human) coactivator binding inhibition; TR-FRET ER-beta LBD / SRC1-Cy5 peptide binding; receptor agonist-loaded with 1 µM estradiol; inhibition, % at 25.6 µM; hit rate 1.3% among 86,000;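 active = compounds whose percent inhibition of the receptor-coactivator binding signal exceeds about 50% in the single-dose screen, limit read from the data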;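 also: 0% = receptor plus peptide wells without compound and 100% = peptide-only wells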
H69AR growth 86K: growth inhibitors of human H69AR lung tumor cells | H69AR lung tumor viability, ATP luminescence, 72 h; stronger effect = lower value | viability, % at 10 µM | hit rate 6% among 85,000;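 active = viability at or below 40%; inactive = viability above 40%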;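 also: multidrug resistant small cell line overexpressing MRP-1 efflux transporter; 100% = mean luminescence of untreated control wells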
ERa SRC1 pot: ER-alpha (human) coactivator binding potentiation; P03372; TR-FRET ERalpha-LBD/SRC-Cy5 coactivator binding, 2 h; 100 = basal binding, no effect; coactivator binding (% of control), % at 25.6 µM; hit rate 1.3% among 86,000; in the data active = activity above about 200%;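 also: binding measured in presence of low estradiol as agonist stimulus; 0% = peptide alone without receptor and 100% = receptor with peptide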
Fibroblast inh: blocks proliferation of human lung fibroblasts | LL 47 human lung fibroblast viability, ATP luminescence; stronger effect = lower value | viability, % at 10 µM | hit rate 1.1% among 85,000 | AID 719;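 active = viability at or below 50% in the single dose screen; inactive = viability above 50%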;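 also: compound exposure lasted 72 h before the ATP readout; 100% = median luminescence of untreated cell-only wells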
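material = human LL 47 lung fibroblast cells | dosing = compounds added from tenfold dosing solution, 0.1% DMSO final | timing = overnight cell rest, 72 h compound treatment at 37 °C | measured by = CellTiter-Glo luminescence measuring cellular ATP | evaluation = % viability versus median cells-only luminescence | control set = cell-only wells, no compound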
HUVEC prolif 384: human endothelial cell proliferation inhibition; HUVEC proliferation, CellTiter-Glo luminescence, 72 h; stronger effect = lower value; viability, % at 10 µM (by protocol); hit rate 1.1% among 86,000; AID 648;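 active = viability at or below 30%; inactive = viability above 30%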;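 also: 100% = median luminescence of DMSO-only cell control wells on each plate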
sEH act: soluble epoxide hydrolase (human) activation. hit rate 0.04% among 91,000. purified human sEH enzymatic activity, activator screen. P34913. activation, % at 2 µM; in the data active = activation above about 37%; also: values of inactives mirror those of a sister screen read the other way
Target sequence (P34913 whole entry, looked up): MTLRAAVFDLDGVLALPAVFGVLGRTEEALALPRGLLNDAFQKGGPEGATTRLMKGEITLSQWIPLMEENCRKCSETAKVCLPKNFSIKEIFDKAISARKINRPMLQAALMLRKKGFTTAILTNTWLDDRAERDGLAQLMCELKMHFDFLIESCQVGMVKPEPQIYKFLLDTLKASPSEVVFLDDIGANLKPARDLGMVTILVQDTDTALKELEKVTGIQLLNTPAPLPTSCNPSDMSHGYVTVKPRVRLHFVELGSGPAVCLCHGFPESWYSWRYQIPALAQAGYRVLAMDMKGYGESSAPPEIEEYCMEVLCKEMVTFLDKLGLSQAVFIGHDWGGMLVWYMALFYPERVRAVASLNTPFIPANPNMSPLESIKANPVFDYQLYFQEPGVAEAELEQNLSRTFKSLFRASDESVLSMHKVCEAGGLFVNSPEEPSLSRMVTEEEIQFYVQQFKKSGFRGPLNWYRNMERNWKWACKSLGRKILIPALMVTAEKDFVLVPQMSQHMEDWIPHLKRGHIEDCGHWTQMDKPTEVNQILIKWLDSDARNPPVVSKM
Numbers without * were called inactive; nt = not tested or not shown; [ ] = another dose, or the depositor's remark. A portion of the library; rates above refer to the full screens.

SMILES	Smad3 inh	ERa SRC1 inh	Calb biofilm kill	ERb SRC1 inh	H69AR growth 86K	ERa SRC1 pot	Fibroblast inh	HUVEC prolif 384	sEH act
Cc1ccc(C)c(N2CCN(S(=O)(=O)c3ccc4c(c3)CCN4C(=O)CCC(=O)O)CC2)c1	5.2	-14.1	6.4	-0.9	89.5	105.1	99.4	98.6	-15.9
Cc1cc(C)c(S(=O)(=O)N2CCN(c3nc4c(c(=O)n(C)c(=O)n4C)n3C)CC2)c(C)c1	0.1	-7.7	4.0	-4.5	56.8	113.5	95.3	95.3	nt
CC(C)N1C(=O)CC(Nc2ccc(N3CCOCC3)cc2)C1=O (stereo not drawn)	-21.6	0.0	5.8	-10.3	85.2	92.3	98.0	85.9	1.0
Cc1noc(C)c1S(=O)(=O)N(C)CC(=O)NCc1ccccc1	-2.4	-1.8	6.3	9.2	105.9	93.3[fluorescence artefact?]	105.5	96.6	-9.7
O=C(Oc1ccc(-c2ccccc2)cc1)N1CCCCC1	12.5[fluorescence artefact?]	-9.0	3.3	-4.5	101.2	113.9	99.3	100.5	11.6
CCN1CCN(C(c2cccs2)C(C)NC(=O)c2cccc(OC)c2OC)CC1 (stereo not drawn)	7.5	-23.8	1.8	-13.4	94.8	106.6	95.7	82.6	nt
CCN(Cc1nc2ccccc2c(=O)[nH]1)Cc1cc(=O)oc2cc(C)c(C)cc12	5.0	-4.1	12.5	-6.6	56.0	102.4	92.8	76.8	-2.8
N/C(COc1ccc(C(=O)O)cc1)=N\O	-3.1	-5.6	4.6	-3.8[fluorescence artefact?]	77.8	127.1	105.4	103.6	-10.7
Cc1nc2ccccn2c1/C(O)=C1\C(=O)C(=O)N(CCN2CCOCC2)C1c1cccs1 (stereo not drawn)	9.0	1.4[fluorescence artefact?]	-0.9	-1.9	94.6	91.0	103.0	83.7	nt
CCOC(=O)c1c(N)sc(C(O)(C(F)(F)F)C(F)(F)F)c1-c1ccc(Cl)cc1	14.4	7.5	2.4	6.2	61.6	35.6	93.1	52.6	-7.6
COc1ccc(C(=O)Nc2nnc(-c3ccco3)s2)cc1	-4.2	3.6[fluorescence artefact?]	-1.4	30.4	8.2*	462.7*[fluorescence artefact?]	96.5	55.0	10.1
O=C(CSc1n[nH]c(-c2ccco2)n1)N1c2ccccc2Sc2ccccc21	-18.3	0.0[fluorescence artefact?]	-0.6	4.0[fluorescence artefact?]	71.2	96.2[fluorescence artefact?]	102.7	94.7	nt
O=S(=O)(c1ccc(Cl)cc1)c1ccccn1	-4.7	-6.0	5.0	1.1	98.9	104.0	100.8	94.5	5.8
C=CCOC(=O)C1=C(C)NC(C)=C(C(=O)OCC=C)C1c1ccc(O)cc1	12.9	4.9[fluorescence artefact?]	1.4	0.5[fluorescence artefact?]	75.3	89.5	96.6	75.7	nt
COc1ccccc1N1CCN(Cc2ccc(OC)c3ccccc23)CC1	13.9	-4.8	0.4	-5.9	72.4	94.7	94.7	86.2	6.8
COc1cc(S(=O)(=O)N2CCN(C(=O)c3ccccc3F)CC2)c(OC)cc1NC(C)=O	-16.2	-4.3	-3.0	4.1	89.7	105.7	104.3	99.9	19.9
O=C(COC(=O)c1ccc(=O)n(Cc2ccccc2)n1)Nc1ccc2c(c1)OCCO2	2.4	9.0[fluorescence artefact?]	8.7	7.4[fluorescence artefact?]	70.6	102.8[fluorescence artefact?]	95.2	86.5	nt
COc1ccc(NC(=O)CSc2nccn2-c2cccc(OC)c2)cc1	-10.7	-2.9	-3.8	-3.2	97.5	103.6	97.8	103.0	4.0
CCN1CCc2c(C#N)c(N3CCOCC3)nc(NCCO)c2C1	-1.5	0.3[fluorescence artefact?]	2.5	4.2[fluorescence artefact?]	97.9	98.2	100.9	87.6	7.8
COC(=O)c1ccccc1NC(=O)CN1CCC(C(=O)c2ccc3c(c2)OCCO3)CC1	-1.8	0.0	nt	-7.9	75.2	138.6	88.9	86.5	-11.8
CCOC(=O)c1nc(S(C)(=O)=O)ncc1N1CCOCC1	-12.0	-0.4[fluorescence artefact?]	3.4	-1.4[fluorescence artefact?]	91.0	122.3	97.0	92.7	0.7
COCCNC(=O)c1ccc(N2CCCCC2)c(NS(=O)(=O)c2ccc(C)cc2)c1	2.5	-1.5	5.4	2.1	78.5	107.9	97.5	87.1	nt
COc1ccc(OCCCc2c(C)n[nH]c2C)cc1	1.4	-6.9	0.7	7.0	93.8	96.5	100.2	114.9	8.5
COc1ccc(S(=O)(=O)N2CCCC2C(=O)Nn2cnnc2)cc1 (stereo not drawn)	3.7	-12.1	10.1	-0.5	108.7	109.6	97.4	97.8	nt
Cc1cccc(C(=O)O/N=C(\N)Cc2ccc([N+](=O)[O-])cc2)c1	7.6	-13.6	-1.2	-7.1	3.6*	97.3	90.8	58.9	-8.1

(listing goes on)
SMILES	Smad3 inh	ERa SRC1 inh	Calb biofilm kill	ERb SRC1 inh	H69AR growth 86K	ERa SRC1 pot	Fibroblast inh	HUVEC prolif 384	sEH act
COC(=O)Cc1c(C)nc2nc(NCc3c(F)cccc3Cl)[nH]n2c1=O	2.2	-17.2	2.1	-19.7	94.7	95.8	100.1	94.7	-1.8
O=C(NC1CCN(Cc2ccccc2)CC1)C1CCN(S(=O)(=O)c2cccc3nsnc23)CC1	7.1	-2.7	5.1	-3.5	94.9	108.4	88.2	99.6	-5.7
O=C(NC1CCCC1)C(c1ccc(O)cc1)N(CC1CCCO1)C(=O)C1COc2ccccc2O1 (stereo not drawn)	9.6[fluorescence artefact?]	3.9	4.9	-0.9	66.9	114.9	97.3	104.0	5.7
CCC(=O)N(CC)c1nc(-c2ccc(OC)cc2)cs1	2.3	-3.9	-3.4	-106.4[fluorescence artefact?]	57.6	91.4	98.2	90.7	2.5
COc1ccc(/C(O)=C2/C(=O)C(=O)N(CCN(C)C)C2c2ccccc2)cc1Cl (stereo not drawn)	-11.1	-5.6	-3.3	4.9	101.7	108.8[fluorescence artefact?]	105.8	101.1	-2.5
Cc1ccc2oc(=O)n(CCOc3ccccc3Cl)c2c1	-5.9	-1.1	10.0	-5.8	92.7	105.0	91.5	91.5	-8.3
O=C(NCc1ccco1)c1c[nH]c2ccc(S(=O)(=O)N3CCOCC3)cc2c1=O	-10.2	12.8	1.1	9.4[fluorescence artefact?]	101.3	74.0	99.6	95.7	12.6
Cc1cc2c(c(Sc3ccccc3)n1)C(=O)OC2	-5.8	1.5	-3.8	-5.1	91.8	109.5[fluorescence artefact?]	100.5	95.0	nt
CSc1nnc(NC(=O)CCc2ccccc2)s1	1.6	-5.4	6.3	-2.8	106.2	125.6	111.3	87.9	-5.9
COc1ccc(OCC(O)Cn2c(Nc3ccccc3)nc3c2c(=O)n(C)c(=O)n3C)cc1 (stereo not drawn)	34.3	42.5[fluorescence artefact?]	11.5	9.4	91.1	101.0[fluorescence artefact?]	92.9	37.2	nt
COc1cc(C(=O)Nc2nc(OC)c(-c3ccccc3)c(OC)n2)cc(OC)c1OC	5.8	14.5[fluorescence artefact?]	1.7	21.4	32.1*	88.0	85.5	63.8	nt
O=C(NCc1ccco1)C1CCCCN1S(=O)(=O)c1ccc(F)cc1 (stereo not drawn)	1.9	1.4	10.7	-4.0	92.3	99.8	98.1	91.6	-10.8
CC1=CC(=O)C=CC1(C)C(Cl)Cl (stereo not drawn)	-6.5	-4.5	-0.9	4.3	89.7	102.8	95.6	96.4	nt
C=CCn1c(SCC(=O)Nc2cc(C)on2)nc2sc(C)c(C)c2c1=O	-5.9[fluorescence artefact?]	-0.5	4.6	6.8	27.9*	115.9[fluorescence artefact?]	91.1	96.9	17.5
Cc1ccc(C(=O)/C=C/Nc2ccccc2C(N)=O)o1	-8.8	-0.7	-0.8	0.1	93.7	108.2	96.2	94.6	4.7
CCc1ccccc1N(C)C(=O)CCc1nc(-c2ccc(C)cc2)no1	-2.6	6.6	-0.6	4.2[fluorescence artefact?]	105.5	107.2	98.3	84.6	10.8
O=C(CCc1ccc(S(=O)(=O)N2CCOCC2)cc1)NCCCN1CCCC1=O	-0.5	22.0[fluorescence artefact?]	2.9	57.9*[fluorescence artefact?]	94.1	93.8	105.9	111.3	7.1
CCOc1ccc(NC(=O)C2CCC(N3C(=O)C4CC=CCC4C3=O)CC2)cc1 (stereo not drawn)	7.7[fluorescence artefact?]	-1.5	4.4	-10.4	93.3	120.2[fluorescence artefact?]	95.5	94.1	-14.9
CCCc1nc2ccccc2c(=O)n1/N=C/c1ccc(O)c(O)c1	11.0	12.9	1.5	42.7	15.8*	62.7[fluorescence artefact?]	67.8	72.6	4.1
O=C(O)c1ccc(Cn2cc(Cl)cn2)cc1	4.9	6.0[fluorescence artefact?]	2.4	1.4	101.0	115.5[fluorescence artefact?]	99.7	91.3	10.0
O=C(c1cc(C2CC2)on1)N1CCN(c2ccccc2)CC1	-31.4	8.3	1.7	1.7	100.3	84.0[fluorescence artefact?]	104.9	115.3	-4.0
CCS(=O)(=O)n1nc(-c2ccc(C)cc2)nc1N	-6.3	-2.4	2.4	-7.9	90.5	101.7	96.2	97.5	17.7
CCOC(=O)c1nn(-c2ccc3c(c2)CCN3C(C)=O)cc1O	5.9	-6.1	9.1	3.3	83.2	114.7	104.2	124.9	nt
CN(C)CCNC(=O)c1ccc(CS(=O)(=O)c2ccc(Br)cc2)o1	0.9	1.8	5.7	-15.5	96.6	113.9	98.6	101.9	16.7
COc1cc(C(=S)N(C)C)ccc1O	-1.2	-15.2	1.2	-9.4	90.6	89.0	101.0	103.5	5.5

(continued)
SMILES	Smad3 inh	ERa SRC1 inh	Calb biofilm kill	ERb SRC1 inh	H69AR growth 86K	ERa SRC1 pot	Fibroblast inh	HUVEC prolif 384	sEH act
COCCn1cc(C(=O)N2CCCC(C)C2)c2c3ccccc3n(C)c2c1=O (stereo not drawn)	-0.8	0.8	2.4	-0.2	78.8	90.9	99.6	106.8	-7.8
O=c1c2ccccc2ncn1Cc1nc2ccccc2s1	7.1	-7.4	nt	-11.1	86.9	98.5	92.3	106.0	nt
Cc1cc(C)c2cc(C(c3nnnn3C3CCCC3)N3CCOCC3)c(=O)[nH]c2c1 (stereo not drawn)	-6.2	19.3[fluorescence artefact?]	7.2	-8.9	35.5*	111.5	97.4	99.4	nt
O=C(NCCO)c1c(O)c2cccc3c2n(c1=O)CC3	8.1[fluorescence artefact?]	-0.1	6.5	-0.2	nt	124.5[fluorescence artefact?]	97.0	91.1	11.0
CC(C)(O)C#CC#CCN1CCOCC1	10.8	1.2	4.3	-3.7[fluorescence artefact?]	98.2	121.2	108.2	103.1	12.0
CCCCCCCOc1ccc(OC(=O)c2ccncc2)cc1	0.7	-6.6	3.2	-25.6	73.4	108.5	67.5	42.5	-1.6
O=C(c1ccc2c(c1)OCO2)N1CCc2ccccc2C1	3.7	-0.6	7.5	-10.8	74.9	116.7	86.6	78.5	nt
O=C(Cn1nc(Cc2cccnc2)c2ccccc2c1=O)NCCCN1CCCC1=O	-4.4	17.8[fluorescence artefact?]	3.5	22.7[fluorescence artefact?]	103.5	84.6	91.2	103.4	nt
COCCCn1c(SCC(=O)N2CCCC(C)C2)nnc1-c1ccco1 (stereo not drawn)	-9.8	-2.5	2.6	-1.1	94.8	126.5	101.7	94.2	nt
CCc1nnc(NC(=O)CCC(=O)N2CCN(Cc3ccccc3)CC2)s1	-3.0	-6.9	7.0	-9.8	97.2	127.1[fluorescence artefact?]	101.1	95.7	2.4

Screens: PubChem, several laboratories
